procasp7 counter = activates human procaspase-7, counter-screen for procaspase-3 activators. P55210. recombinant procaspase-7, Ac-DEVD-pNA absorbance 405 nm; D23A/D198A/D206A triple mutant, cannot self-cleave; scale: DMSO 0, 5 µM enzyme 100. activation, % at 8.5 µM. 0.093% of 330,000 active;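 active = percent activation above the screen-wide mean plus 3 SD, cut at about 25% in these data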
Target sequence (P55210 whole entry D23A/D198A/D206A): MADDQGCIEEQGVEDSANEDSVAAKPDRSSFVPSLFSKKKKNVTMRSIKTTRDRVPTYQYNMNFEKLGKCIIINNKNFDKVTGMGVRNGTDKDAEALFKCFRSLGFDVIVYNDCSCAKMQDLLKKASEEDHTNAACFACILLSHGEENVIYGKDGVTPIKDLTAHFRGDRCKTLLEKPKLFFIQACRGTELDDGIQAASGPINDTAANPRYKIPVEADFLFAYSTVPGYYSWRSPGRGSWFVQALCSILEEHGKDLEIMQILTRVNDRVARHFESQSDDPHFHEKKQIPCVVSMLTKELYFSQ
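signal = Epi-absorbance of released pNA at 405 nm, two timepoints | assay system = Uncleavable procaspase-7 mutant enzyme | reagent = Ac-DEVD-pNA substrate, 400 µM as added | times = 1 h enzyme–compound preincubation and 2 h substrate reaction, both 25 °C | benchmarks = low DMSO alone, high DMSO plus 5 µM PC-7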
AHR activator = activators of human aryl hydrocarbon receptor | P35869 | AHR-responsive luciferase reporter cells, luminescence | activation, % at 5 µM | 2.5% of 320,000 active; in the data active = activation above about 47%;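 note: 0% = vehicle wells and 100% = reference agonist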
RPL19A-GFP yeast = alters RPL19A-GFP fluorescence in TOR pathway yeast screen. S. cerevisiae RPL19A-GFP strain, flow cytometry, 3 h; hits give low values. 0.3% of 330,000 active. percent response vs DMSO, % at 10 µM. AID 2025;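 active = percent response vs DMSO below 50%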;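 note: median channel GFP fluorescence of the barcoded RPL19A-GFP strain; ratio of sample median GFP to plate DMSO average so 100% = DMSO; lower means less RPL19A-GFP as with rapamycin TOR inhibition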
GASC-1 inh = blocks human GASC-1 demethylase activity. inhibition, % at 2.35 µM. 0.069% of 330,000 active. AID 2099. GST-JMJD2C(1-420) H3K9me3 demethylation, DELFIA europium. Q9H3R0;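 active = more than half of a compound's replicate wells show inhibition beyond 50%, single wells judged on their own value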;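 note: signal counts dimethyl H3K9 product captured on neutravidin plate; 0% = median of DMSO wells and 100% = 0.3 times that DMSO median; strong numbers were not always called active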
Target sequence (Q9H3R0 1-420 limits assumed): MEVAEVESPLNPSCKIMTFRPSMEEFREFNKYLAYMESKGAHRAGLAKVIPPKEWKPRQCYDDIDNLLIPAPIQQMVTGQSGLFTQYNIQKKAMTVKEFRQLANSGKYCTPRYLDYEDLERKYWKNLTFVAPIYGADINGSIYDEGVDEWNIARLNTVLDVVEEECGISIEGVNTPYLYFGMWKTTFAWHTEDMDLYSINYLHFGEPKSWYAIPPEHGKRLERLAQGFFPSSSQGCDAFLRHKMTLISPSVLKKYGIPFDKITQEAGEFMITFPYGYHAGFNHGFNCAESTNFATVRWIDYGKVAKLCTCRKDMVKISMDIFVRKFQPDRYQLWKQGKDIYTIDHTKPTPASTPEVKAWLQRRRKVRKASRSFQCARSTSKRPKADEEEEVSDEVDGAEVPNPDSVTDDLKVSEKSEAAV
Yeast superoxide = lowers age-related superoxide in aged yeast cells. S. cerevisiae aged cells, superoxide DHE fluorescence; hits give low values. superoxide response (% of plate mean), % at 10 µM. 0.18% of 330,000 active. AID 2690;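 active = superoxide response under a set limit, about three screen SD below normal, cut at about 65% in these data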;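 note: yeast aged for seven days with compound at 30 °C before DHE staining; 100% = average MFI of all compound-treated wells on the plate with controls excluded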
LAP4-GFP MLPCN = modulators of TOR pathway LAP4-GFP in S. cerevisiae; S. cerevisiae LAP4-GFP multiplex, flow cytometry GFP, 3 h; median GFP as percent of DMSO wells; GFP response vs DMSO, % at 10 µM; 0.34% of 320,000 active; AID 2023;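 active = GFP response vs DMSO above a set limit, about the screen mean plus 3 SD, cut at about 150% in these data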
proCasp3 act = activators of human procaspase-3; activation, % at 8.5 µM; recombinant procaspase-3 D3A, Ac-DEVD-pNA absorbance 405 nm; 0.11% of 330,000 active;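 active = activation above the mean of all tested compounds plus 3 SD, cut at about 21% in these data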;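 note: 0% = DMSO alone and 100% = DMSO wells spiked with extra 5 µM PC-3 D3A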
Target sequence (P42574 whole entry D9A/D28A/D175A): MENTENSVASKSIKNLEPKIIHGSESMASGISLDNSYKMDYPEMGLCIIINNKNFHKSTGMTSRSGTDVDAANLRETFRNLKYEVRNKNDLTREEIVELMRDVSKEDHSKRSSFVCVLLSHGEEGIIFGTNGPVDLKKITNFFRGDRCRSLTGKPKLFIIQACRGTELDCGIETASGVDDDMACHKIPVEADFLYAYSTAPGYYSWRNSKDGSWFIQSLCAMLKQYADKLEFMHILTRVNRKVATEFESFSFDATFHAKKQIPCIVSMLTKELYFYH
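System: Procaspase-3 D3A mutant. Medium: Zinc-free 300 mM NaCl, 50 mM HEPES, 0.01% Triton X-100. Schedule: 1 h preincubation plus 2 h reaction at 25 °C. Measured by: 405 nm absorbance of p-nitroaniline, reads at 0 and 120 min. Read-out: percent activation relative to control range.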
MEP2 TOR yeast = yeast TOR pathway MEP2-GFP modulation; GFP response vs DMSO, % at 10 µM; 0.51% of 330,000 active; S. cerevisiae MEP2-GFP strain, flow cytometry GFP, 3 h; 100% = DMSO control level; AID 2016;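 active = GFP response versus DMSO above a set limit, roughly screen mean plus 3 SD, cut at about 180% in these data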;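 note: median GFP fluorescence of the barcode-gated MEP2-GFP cells per well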
* hit, by the source's call.

COc1ccc(N2CCN(C(=O)C3CCN(S(=O)(=O)c4ccc(C)cc4)CC3)CC2)cc1 was read as procasp7 counter 9, AHR activator -2, RPL19A-GFP yeast 97, GASC-1 inh -11, Yeast superoxide 102, LAP4-GFP MLPCN 100, proCasp3 act 6 and MEP2 TOR yeast 98.
Cc1noc(C)c1CSCC(=O)Nc1cc(S(=O)(=O)N2CCOCC2)ccc1OCC(F)(F)F was read as procasp7 counter 0, AHR activator 4, RPL19A-GFP yeast 96, GASC-1 inh -2, Yeast superoxide 102, LAP4-GFP MLPCN 111, proCasp3 act 2 and MEP2 TOR yeast 96.
For CNC(=S)NNC(=O)Cc1ccc(OC)c(OC)c1 the results were procasp7 counter 3, AHR activator 2, RPL19A-GFP yeast 101, GASC-1 inh -7, Yeast superoxide 95, LAP4-GFP MLPCN 95, proCasp3 act -8 and MEP2 TOR yeast 94.
O=C(CCCn1c(=S)[nH]c2ccsc2c1=O)Nc1ccc2c(c1)OCCO2 was read as procasp7 counter 4, AHR activator 6, RPL19A-GFP yeast 102, GASC-1 inh 7, Yeast superoxide 96, LAP4-GFP MLPCN 98, proCasp3 act 4 and MEP2 TOR yeast 107.
O=C(Nc1ncn[nH]1)c1ccc(Cl)c(S(=O)(=O)N2CCCCCC2)c1 was read as procasp7 counter 5, AHR activator 1, RPL19A-GFP yeast 96, GASC-1 inh -3, Yeast superoxide 101, LAP4-GFP MLPCN 96, proCasp3 act -1 and MEP2 TOR yeast 91.
Cc1ccc(C(=O)N2CCC3(CC2)Oc2ccc(F)cc2C(=O)C32CC(c3ccccc3)=NO2)s1 (stereo not drawn) was read as procasp7 counter 0, AHR activator 1, RPL19A-GFP yeast 98, GASC-1 inh 1, Yeast superoxide 99, LAP4-GFP MLPCN 106, proCasp3 act 12 and MEP2 TOR yeast 85.
`Cc1ccc(/C=N/NC(=O)CNC(=O)c2cccs2)o1` gave procasp7 counter 1, AHR activator 15, RPL19A-GFP yeast 102, GASC-1 inh 1, Yeast superoxide 106, LAP4-GFP MLPCN 103, proCasp3 act 8 and MEP2 TOR yeast 107.
For COc1ccc(CCNC(=O)COC(=O)COc2ccc(Cl)cc2)cc1OC the results were procasp7 counter 6, AHR activator 2, RPL19A-GFP yeast 99, GASC-1 inh -6, Yeast superoxide 108, LAP4-GFP MLPCN 90, proCasp3 act 3 and MEP2 TOR yeast 101.
`O=C(C1CCN(S(=O)(=O)c2ccc(Br)s2)CC1)N1CCCCC1` gave procasp7 counter 10, AHR activator 0, RPL19A-GFP yeast 101, GASC-1 inh -22, Yeast superoxide 102, LAP4-GFP MLPCN 102, proCasp3 act 3 and MEP2 TOR yeast 107.
Screening COc1cc(/C=N/NC(=O)c2cccnc2)ccc1OC(=O)c1cc(OC)c(OC)c(OC)c1 returned procasp7 counter 0, AHR activator 4, RPL19A-GFP yeast 102, GASC-1 inh -1, Yeast superoxide 112, LAP4-GFP MLPCN 88, proCasp3 act 0 and MEP2 TOR yeast 101.
Screening Cc1cc(C)c2oc(-c3ccc(C)c(NC(=S)NC(=O)c4cccs4)c3)nc2c1 returned procasp7 counter 0, AHR activator 20, RPL19A-GFP yeast 94, GASC-1 inh -4, Yeast superoxide 117, LAP4-GFP MLPCN 96, proCasp3 act 0 and MEP2 TOR yeast 105.
Screening COc1ccc(-c2nn(-c3ccccc3)cc2C(=O)NCC2CCCO2)cc1 (stereo not drawn) returned procasp7 counter -11, AHR activator 20, RPL19A-GFP yeast 93, GASC-1 inh 37, Yeast superoxide 100, LAP4-GFP MLPCN 99, proCasp3 act -2 and MEP2 TOR yeast 95.
Cc1cc(C(=O)NNC(=O)NC(C)C)no1 was read as procasp7 counter 5, AHR activator -4, RPL19A-GFP yeast 91, GASC-1 inh 7, Yeast superoxide 105, LAP4-GFP MLPCN 122, proCasp3 act 2 and MEP2 TOR yeast 95.
`CCCCC(=O)NNC(=O)CC(=O)Nc1ccccc1C(=O)O` gave procasp7 counter -1, AHR activator 0, RPL19A-GFP yeast 98, GASC-1 inh 14, Yeast superoxide 103, LAP4-GFP MLPCN 106, proCasp3 act 3 and MEP2 TOR yeast 101.
For O=C(CCS(=O)(=O)c1ccccc1F)Nc1ccc(N2CCN(Cc3ccccc3)CC2)cc1 the results were procasp7 counter -9, AHR activator 2, RPL19A-GFP yeast 92, GASC-1 inh 5, Yeast superoxide 113, LAP4-GFP MLPCN 92, proCasp3 act 4 and MEP2 TOR yeast 94.
`Cc1cc(NC(=O)CCC(=O)N(Cc2ccco2)C2(C(=O)NC3CCCC3)CCCCC2)no1` gave procasp7 counter 3, AHR activator 1, RPL19A-GFP yeast 101, GASC-1 inh 12, Yeast superoxide 103, LAP4-GFP MLPCN 90, proCasp3 act -4 and MEP2 TOR yeast 102.
For CCC(=O)N1CCN(c2nc(CC)nc3sc4c(c23)CCCC4)CC1 the results were procasp7 counter -5, AHR activator -4, RPL19A-GFP yeast 102, GASC-1 inh inactive, Yeast superoxide 103, LAP4-GFP MLPCN 84, proCasp3 act 3 and MEP2 TOR yeast 91.
`FC(F)(F)c1nc(NCc2ccccc2)c2nnn(Cc3ccccc3)c2n1` gave procasp7 counter 6, AHR activator -2, RPL19A-GFP yeast 101, GASC-1 inh 7, Yeast superoxide 86, LAP4-GFP MLPCN 85, proCasp3 act -1 and MEP2 TOR yeast 94.
CC(CCc1ccccc1)NC(=O)C(=O)NCCc1ccccc1 (stereo not drawn) was read as procasp7 counter -2, AHR activator -4, RPL19A-GFP yeast 104, GASC-1 inh 9, Yeast superoxide 100, LAP4-GFP MLPCN 95, proCasp3 act -2 and MEP2 TOR yeast 101.
Screening CCC(C(=O)OCn1nnc2ccccc2c1=O)c1ccccc1 (stereo not drawn) returned procasp7 counter -1, AHR activator 2, RPL19A-GFP yeast 104, GASC-1 inh 3, Yeast superoxide 81, LAP4-GFP MLPCN 120, proCasp3 act 4 and MEP2 TOR yeast 94.
`CNS(=O)(=O)c1cc(O)c2c(S(=O)(=O)NC)cccc2c1` gave procasp7 counter -3, AHR activator 0, RPL19A-GFP yeast 104, GASC-1 inh -2, Yeast superoxide 106, LAP4-GFP MLPCN 99, proCasp3 act -5 and MEP2 TOR yeast 99.
Screening COc1cccc(NC(=O)C(=O)N/N=C/c2cc(C)n(-c3ccc(Cl)c(Cl)c3)c2C)c1 returned procasp7 counter -31, AHR activator -2, RPL19A-GFP yeast 101, GASC-1 inh 7, Yeast superoxide 107, LAP4-GFP MLPCN 100, proCasp3 act -28 and MEP2 TOR yeast 103.
Screening Cc1ccc2nc(-c3ccccn3)c(NC3CCCC3)n2c1 returned procasp7 counter 0, AHR activator 7, RPL19A-GFP yeast 91, GASC-1 inh -1, Yeast superoxide 90, LAP4-GFP MLPCN 99, proCasp3 act -17 and MEP2 TOR yeast 102.
Cc1ccc(S(=O)(=O)N(C)C)cc1NC(=S)NCCc1ccccn1 was read as procasp7 counter -13, AHR activator 0, RPL19A-GFP yeast 95, GASC-1 inh -2, Yeast superoxide 82, LAP4-GFP MLPCN 101, proCasp3 act 4 and MEP2 TOR yeast 96.
CCCCCCCC(=O)N/N=C(\C)c1ccc(N)cc1 was read as procasp7 counter 4, AHR activator 5, RPL19A-GFP yeast 96, GASC-1 inh -4, Yeast superoxide 98, LAP4-GFP MLPCN 94, proCasp3 act 8 and MEP2 TOR yeast 96.
Screening COc1ccc(CCC(=O)Nc2ccc(OC)c(S(=O)(=O)N3CCCCC3)c2)cc1OC returned procasp7 counter 10, AHR activator -1, RPL19A-GFP yeast 94, GASC-1 inh -10, Yeast superoxide 84, LAP4-GFP MLPCN 97, proCasp3 act 2 and MEP2 TOR yeast 96.
COCCNc1c2c(nc3c(-c4ccccc4)c(C)nn13)CCCC2 was read as procasp7 counter -3, AHR activator 11, RPL19A-GFP yeast 98, GASC-1 inh -143, Yeast superoxide 102, LAP4-GFP MLPCN 110, proCasp3 act 8 and MEP2 TOR yeast 101.
Screening O=C(Nc1ccnn1C1CCN(Cc2ccccn2)CC1)c1cccc(F)c1 returned procasp7 counter 3, AHR activator 2, RPL19A-GFP yeast 95, GASC-1 inh -9, Yeast superoxide 106, LAP4-GFP MLPCN 92, proCasp3 act -1 and MEP2 TOR yeast 96.
`CSc1nnc(-c2ccccc2)c(-c2ccccc2)n1` gave procasp7 counter -3, AHR activator -2, RPL19A-GFP yeast 107, GASC-1 inh 8, Yeast superoxide 99, LAP4-GFP MLPCN 102, proCasp3 act 2 and MEP2 TOR yeast 107.
O=C(Nc1ccccc1)C1=C[C@H](c2csc3ccccc23)C[C@H](OCCCCO)O1 was read as procasp7 counter -1, AHR activator 15, RPL19A-GFP yeast 97, GASC-1 inh -2, Yeast superoxide 117, LAP4-GFP MLPCN 98, proCasp3 act 6 and MEP2 TOR yeast 96.
Screening Cc1cccn2c(=O)c3cc(C(=O)NC4CCCC4)c(=N)n(C4CCCC4)c3nc12 returned procasp7 counter -5, AHR activator 54*, RPL19A-GFP yeast 100, GASC-1 inh 14, Yeast superoxide 99, LAP4-GFP MLPCN 98, proCasp3 act -7 and MEP2 TOR yeast 104.
CC(C)=NNc1nc(-c2ccccc2)c(C)s1 was read as procasp7 counter -14, AHR activator 29, RPL19A-GFP yeast 98, GASC-1 inh 2, Yeast superoxide 100, LAP4-GFP MLPCN 102, proCasp3 act -5 and MEP2 TOR yeast 95.
COc1ccccc1CCNC(=O)C1CCC(=O)N(Cc2ccccc2OC)C1 (stereo not drawn) was read as procasp7 counter 3, AHR activator 4, RPL19A-GFP yeast 100, GASC-1 inh -8, Yeast superoxide 94, LAP4-GFP MLPCN 88, proCasp3 act -8 and MEP2 TOR yeast 85.
COc1cccc(/C=N/n2cnc3c(cnn3-c3ccccc3)c2=O)c1 was read as procasp7 counter 5, AHR activator 2, RPL19A-GFP yeast 98, GASC-1 inh -2, Yeast superoxide 98, LAP4-GFP MLPCN 111, proCasp3 act -1 and MEP2 TOR yeast 96.
`CN(C)c1nc(Cl)nc(NCCOc2ccccc2)n1` gave procasp7 counter 5, AHR activator 0, RPL19A-GFP yeast 106, GASC-1 inh 1, Yeast superoxide 88, LAP4-GFP MLPCN 107, proCasp3 act 0 and MEP2 TOR yeast 102.
Screening CCOc1ccc(S(=O)(=O)Nc2ccccc2C(=O)N/N=C/c2c(OC)ccc3ccccc23)cc1 returned procasp7 counter 14, AHR activator 7, RPL19A-GFP yeast 98, GASC-1 inh 10, Yeast superoxide 75, LAP4-GFP MLPCN 85, proCasp3 act 10 and MEP2 TOR yeast 96.
`CCCCOC(=O)CNc1nnc(SCC(=O)OCC)[nH]c1=O` gave procasp7 counter 6, AHR activator 2, RPL19A-GFP yeast 100, GASC-1 inh 3, Yeast superoxide 99, LAP4-GFP MLPCN 104, proCasp3 act -4 and MEP2 TOR yeast 100.
Screening CC(C)NC(=O)C1CCN(C2CCN(C(=O)C3=CCCC3)CC2)CC1 returned procasp7 counter 6, AHR activator -1, RPL19A-GFP yeast 106, GASC-1 inh 0, Yeast superoxide 111, LAP4-GFP MLPCN 93, proCasp3 act 10 and MEP2 TOR yeast 100.
For Cc1ccc(NC(=S)N(CCCN2CCOCC2)Cc2ccco2)cc1C the results were procasp7 counter 5, AHR activator 0, RPL19A-GFP yeast 99, Yeast superoxide 99, LAP4-GFP MLPCN 100, proCasp3 act 3 and MEP2 TOR yeast 101.

Screens: PubChem, several laboratories
